Rtt109 Vps75 = inhibitors of Candida albicans Rtt109/Vps75 histone acetyltransferase; Q5AAJ8; purified Rtt109/Vps75, ThioGlo CoA-SH fluorescence, 4 h; inhibition, % at 34.9 µM; 330,000 compounds, 0.16% hits; AID 540336;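 active means inhibition of at least 50% in every replicate; inconclusive means best replicate reaches 50% inhibition but some replicates fall short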
Target sequence (Q5AAJ8 whole entry, looked up): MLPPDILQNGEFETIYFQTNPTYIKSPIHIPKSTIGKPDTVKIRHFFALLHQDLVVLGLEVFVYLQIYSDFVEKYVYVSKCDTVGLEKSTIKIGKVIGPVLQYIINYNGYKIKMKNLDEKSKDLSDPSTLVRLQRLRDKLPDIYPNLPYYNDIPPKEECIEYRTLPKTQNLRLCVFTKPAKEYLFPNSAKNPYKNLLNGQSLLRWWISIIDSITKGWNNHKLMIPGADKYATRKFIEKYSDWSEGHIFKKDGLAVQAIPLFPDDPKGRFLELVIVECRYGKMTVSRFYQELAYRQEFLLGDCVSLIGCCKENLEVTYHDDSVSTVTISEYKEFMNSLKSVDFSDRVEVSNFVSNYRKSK
Tat export inh = blocks Tat-dependent protein export in E. coli. AID 488895. 340,000 compounds, 0.036% hits. E. coli MC4100 TorA-mCherry Tat export, fluorescence. inhibition, % at 10 µM;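 active means mean replicate inhibition at least 50% and at least half of replicates individually reaching 50%; inconclusive means only one of the two criteria met; inactive means neither criterion met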;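 further: exported cargo escapes ClpAP degradation while cytoplasmic cargo is degraded and loses fluorescence; 0% = median of neutral control wells and 100% = median of NaSCN control wells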
dFosB activator = mouse delta FosB homodimer activation | purified delta FosB, TAMRA-CDK5 oligo fluorescence polarization; percent of positive-control signal above neutral wells | P13346 | 340,000 compounds, 0.99% hits | activation, % at 25 µM;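 active means mean activation above about 17%, with every replicate also reaching it, limit read from the data, passing the limit was not always enough; inconclusive means only one of the two conditions met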;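 further: fluorescence polarization rise as delta FosB binds a TAMRA Cdk5 AP-1 oligo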
Wnt bcat act = activates Wnt/beta-catenin signaling in a reporter cell assay; activator, plate reader; activation, % at 9.35 µM; 300,000 compounds, 1.2% hits; in the data active means activation above about 30%, passing the limit was not always enough; inconclusive means no clear call, values can overlap the other calls;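 further: 0% = neutral control wells and 100% = positive control wells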
CAL PDZ FP-1 = CAL PDZ (human) peptide binding inhibition; purified CAL PDZ, TMR-peptide fluorescence polarization, 1 h; 300,000 compounds, 0.92% hits; Q9HD26; AID 602252; inhibition, % at 24.9 µM;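 active means mean inhibition of at least 30% with at least half of replicates also reaching 30%; inconclusive means no clear call, values can overlap the other calls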;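 further: 0% = DMSO neutral control and 100% = excess unlabeled competitor peptide PRC23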
RTF Ca sens act = increases calcium sensitivity of human cardiac regulated thin filaments. P19429+P45379. IANBD-labeled TnC RTF fluorescence at EC20 calcium; 0% EC20 calcium, 100% full calcium. activation, % at 7.2 µM. 340,000 compounds, 0.24% hits. AID 493008;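 active means activation above the mean over all tested compounds plus 3 SD, cut at about 30% in these data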;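 further: rise in fluorescence read as greater calcium sensitivity of cardiac thin filaments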
V-ATPase pHluor = regulators of yeast V-ATPase proton transport | S. cerevisiae, pHLuorin cytosolic pH fluorescence | response, % at 10 µM | 350,000 compounds, 0.37% hits; in the data active means response mostly above about 7.3%, no sharp cut-off; inactive means mostly below about 5.4%; further: actives read high; inactives centre near 0; some compounds called inactive have numbers as strong as hits; reference of the scale not given here
MITF act = increases MITF-driven TRPM1 promoter luciferase signal; SK-MEL-5 TRPM1-promoter luciferase, 24 h; % of positive control, neutral wells = 0; activation, % at 12.5 µM; 300,000 compounds, 0.75% hits;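 active means mean activation of at least 80% with every replicate also reaching 80%; inconclusive means mean reaches 80% but some replicate falls short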;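 further: 0% = neutral control wells and 100% = parthenolide positive control wells; values of inactives mirror those of a sister screen read the other way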
CAL PDZ FP-2 = human CAL PDZ-peptide interaction inhibition; purified CAL PDZ, TMR-peptide fluorescence polarization, 1 h; inhibition, % at 20 µM; 330,000 compounds, 0.02% hits; AID 504414;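 active means highest replicate inhibition of at least 40%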;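 further: plate controls were DMSO neutral control wells for no effect and unlabeled competitor peptide control wells for full effect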
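material = purified tagged CAL PDZ domain construct (CerCALP) | compound dosing = 20 µM, one dose | times = 1 h at RT | measured by = fluorescence polarization from S- and P-plane intensities, G-factor corrected | read-out = inhibition from polarization loss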
CDK5 inh = CDK5/p35 (human) kinase inhibition. inhibition, % at 10 µM. 330,000 compounds, 0.01% hits. Recombinant CDK5/p35, ADP-Glo luminescence, 60 min;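 active means highest replicate inhibition of at least 50% and at least 75% of replicates reaching 50%; inconclusive means only one of the two criteria met; inactive means both criteria failed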;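 further: plate controls were DMSO neutral control for no effect and GW8510 at 10 µM for full effect; many of its hits are not listed in these tables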
Target sequence (Q00535 whole entry, looked up): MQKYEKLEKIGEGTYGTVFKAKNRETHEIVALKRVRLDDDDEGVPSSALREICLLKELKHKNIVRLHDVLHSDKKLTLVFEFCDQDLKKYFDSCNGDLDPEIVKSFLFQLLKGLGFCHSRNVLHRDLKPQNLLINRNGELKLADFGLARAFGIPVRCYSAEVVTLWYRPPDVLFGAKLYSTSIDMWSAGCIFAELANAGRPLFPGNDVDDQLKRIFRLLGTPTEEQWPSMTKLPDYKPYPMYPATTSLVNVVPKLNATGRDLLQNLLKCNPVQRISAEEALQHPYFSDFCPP
Target sequence (Q15078 whole entry, looked up): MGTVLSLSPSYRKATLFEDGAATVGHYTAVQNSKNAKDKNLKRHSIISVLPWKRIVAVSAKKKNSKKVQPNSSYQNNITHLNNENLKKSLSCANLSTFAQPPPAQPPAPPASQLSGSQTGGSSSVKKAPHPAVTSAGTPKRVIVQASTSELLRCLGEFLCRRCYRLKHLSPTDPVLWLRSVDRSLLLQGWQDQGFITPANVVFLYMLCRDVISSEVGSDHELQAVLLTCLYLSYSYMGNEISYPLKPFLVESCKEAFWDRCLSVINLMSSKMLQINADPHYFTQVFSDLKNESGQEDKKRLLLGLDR
* = called active by the depositor; ? = inconclusive; nt = not tested or not shown.

Molecule	CDK5 inh	Wnt bcat act	RTF Ca sens act	Rtt109 Vps75	CAL PDZ FP-1	Tat export inh	dFosB activator	MITF act	CAL PDZ FP-2	V-ATPase pHluor
COc1ccc(-c2nnc(NC(=O)c3ccco3)s2)cc1	-2.2	13	-9	0	-2	3	13	32	-0.3	6
COc1ccc(NC(=O)C2CCCN(S(=O)(=O)c3cccnc3)C2)cc1 (stereo unspecified)	0.4	nt	-2	0	-2	0	7	4	nt	-1
CCNc1nc(NC(C)(C)C)nc(Oc2ccc(=O)n(-c3ccccc3)n2)n1	-0.4	-2	2	-10	-5	7	-1	-2	-1.8	-1
COc1ccc(-c2cc(C(=O)NNC(=O)c3csc(N4CCOCC4)n3)c3ccccc3n2)cc1OC	-0.3	4	-16	-4	-4	6	0	1	-4.2	0
O=C(O)Cn1c(=O)cnc2ccccc21	1.3	nt	0	10	5	1	-2	nt	0.1	2
Cc1cccc(C(=O)Nc2c(C#N)c(C)c(C)n2Cc2ccccc2)c1	2.0	-4	-4	-4	0	-4	-1	-6	-1.5	2
Cc1oc(-c2ccc(Cl)cc2)nc1CN1CCCC(C(=O)NC2CC2)C1 (stereo unspecified)	0.7	2	-5	-2	1	2	-11	-25	-3.9	6
CC(=O)Nc1ccc(S(=O)(=O)N2CCN(C(=O)N3CCCC3)CC2)cc1	0.0	1	-7	9	nt	7	-1	3	-0.2	4
C1CC1C(=NN=C(C1CC1)C1CC1)C1CC1	2.6	1	2	-1	-14	27	-4	11	0.2	2
CCN1CCN(S(=O)(=O)Cc2ccccc2Cl)CC1	0.8	0	1	0	-3	-4	-2	4	-2.8	-1
CCCN1Cc2cccc(C(=O)Nc3ccc(S(=O)(=O)N4CCCCCC4)cc3)c2C1=O	1.2	nt	4	-7	0	10	-1	2	1.0	-2
CC(=O)NC1=NN(C(C)=O)C2(CCCCC2)S1	0.9	-3	-1	-6	10	4	-2	-12	-2.3	7
COCCNC(=O)c1cc(S(=O)(=O)N2CCOCC2)ccc1SCc1cccc(OC)c1OC	0.1	-1	-3	-13	3	-2	-7	18	-0.1	-3
Cc1ccc(NC(=O)CSc2nc(NS(=O)(=O)c3ccc(C)cc3)cc(=O)[nH]2)cc1	-1.6	-1	-3	15	0	3	-5	-7	-1.2	2
CC1CN(c2cc(=O)n(-c3cccc(Br)c3)c(=O)[nH]2)CC(C)O1 (stereo unspecified)	-1.9	0	-1	0	-7	-6	1	nt	-0.2	-4
O=c1c(Cc2ccc(F)cc2)c(O)ccn1C1CC1	-0.4	-1	-3	8	-4	-4	-7	0	0.6	6
c1ccc(Cn2cc(CN3CCCCO3)c(-c3ccc4c(c3)OCO4)n2)cc1	1.4	-3	11	-2	nt	-2	-12	nt	-1.2	0
Clc1ccc(CSc2nnc([C@@H]3CCCN3)o2)cc1	1.0	nt	7	13	-5	3	-3	-10	0.0	-3
N#Cc1c(Nc2cccc(F)c2)sc2c(O)cc(=O)[nH]c12	-2.5	-9	nt	-10	-4	-10	-12	2	-1.0	-2
CCN(CC)CCCN=C1N[C@@H](c2ccccc2)C(C(=O)OC)=C(C)N1CC	-0.4	-2	1	6	0	-5	4	19	-0.6	3
NS(=O)(=O)c1cc(C(=O)OCC(=O)c2ccc3c(c2)OCCO3)ccc1Cl	0.1	?	2	0	1	-8	-2	24	-3.8	0
Cc1cc(C)c(C)c(S(=O)(=O)N[C@@H](C)C(=O)OCC(N)=O)c1C	-1.3	-3	-3	-13	-1	-1	5	3	-2.1	0
O=C(N/N=C/c1ccccn1)c1ccco1	-0.1	-4	-3	-1	1	-2	-8	7	-0.3	1
CC(C)Cn1c2c(c(O)c(C(=O)Nc3ncccc3O)c1=O)CCCC2	3.7	nt	9	8	-3	-1	-3	5	-0.1	-3
CC(C)CN(C(=O)C1=NN(c2ccccc2)C(=O)CC1)c1c(N)n(Cc2ccccc2)c(=O)[nH]c1=O	0.5	-3	-4	-9	-3	0	2	12	0.6	0
O=C(COc1ccc(/C=N/NC(=O)c2ccncc2)cc1)Nc1ccc([N+](=O)[O-])cc1	-0.3	2	-1	5	4	0	1	-9	0.0	2
CC[C@H](C)[C@H]1CNC(=O)C(=O)N1CC1CCN(CCCc2ccc(OC)c(OC)c2)CC1	0.1	-3	-8	8	7	-5	6	3	0.7	2
C#CCOCCOCCOCCNc1nc(N2CCN(C(=O)C([C@@H](C)CC)n3cc(C(N)Cc4ccc(O)cc4)nn3)CC2)nc(N2CCN(C(=O)[C@H](CCC(=O)O)n3cc(C(N)Cc4ccc(O)cc4)nn3)CC2)n1 (stereo partly specified)	0.9	nt	-7	-2	0	11	-10	-8	0.8	-1
CC1=NN(C(C#N)c2ccccc2)C(C)(C)C1 (stereo unspecified)	-0.4	-4	-4	-6	-1	-6	1	-8	-2.8	-3
Cc1nc(C(=O)N2CCc3c([nH]c4ccccc34)C2c2cc(F)ccc2F)cs1 (stereo unspecified)	1.0	-1	-1	2	4	-3	0	-20	-0.3	3
COc1ccccc1S(=O)(=O)Cc1ccc(C(=O)NCCN2CCCC2)o1	-1.2	-4	1	-9	-4	-11	0	-8	0.4	3
O=C(C1CCN(c2ccc(N3CCOCC3)nn2)CC1)N1CCN(c2ccc(F)cc2)CC1	-3.8	nt	6	-65	-5	1	-6	-11	-0.3	2
CS(=O)(=O)N1CCN(c2ccccc2NC(=O)c2cccnc2)CC1	0.8	nt	0	0	-2	1	-3	6	0.0	4
CC(C)=NNc1nc2c(c(=O)[nH]c(=O)n2C)n1CCCc1ccccc1	2.0	-1	-1	4	-5	3	-7	-17	1.0	1
COc1cccc(OCCOc2ccc(/C=C3\C(=N)N4N=C(S(C)(=O)=O)SC4=NC3=O)cc2OC)c1	1.7	1	-4	-2	55*	9	-29	3	-4.8	4
Cc1ccsc1/C=N/NC(=O)c1c[nH]c2ccccc12	2.9	?	-1	6	0	0	-8	34	-5.6	10
Cc1cc(Cl)ccc1C(=O)C1CCCN(C(=O)CCn2cncn2)C1 (stereo unspecified)	-1.6	2	-4	-3	-4	-1	-1	-17	0.5	-1
CCO[C@@H]1OC(C(=O)N2CCCCCCC2)=C[C@H](c2cn(C(C)=O)c3ccccc23)[C@H]1CCCO	0.0	nt	-4	7	-6	5	-4	-6	0.3	1
COc1cccc(CC(=O)OCC(=O)NC(=O)c2ccc(OC(F)F)cc2)c1	-0.8	2	-3	1	-3	1	4	2	-2.2	-1
CC(C)(C)SCCNC(=O)CN(c1ccccc1)S(=O)(=O)c1ccc(F)cc1	-5.3	-1	4	-5	-3	36	-4	-9	-3.1	-1
CN(C)CCCNCC(=O)Nc1ccccc1N1CCOCC1	-0.2	-1	7	-13	2	-18	3	nt	-2.4	-4
CC(Sc1nnc2c(n1)C1(C)CCC2C1(C)C)C(=O)Nc1ccccc1 (stereo unspecified)	-3.4	nt	1	0	-4	-6	12	4	-0.7	1
Cc1ccc(S(=O)(=O)N2CCC(C(=O)OCC(=O)NCc3ccco3)CC2)cc1C	1.0	1	-1	6	-1	-2	-8	-3	-2.4	3
CN(CCc1ccccn1)S(=O)(=O)c1ccccc1F	0.2	-5	0	28	-1	12	0	nt	-1.0	-116
CCOc1cc(/C=N/Nc2nc(N3CCCCC3)nc(N3CCCCC3)n2)ccc1OC(=O)c1ccco1	1.9	-5	1	0	0	9	-1	9	-1.7	-3
O=C1CC/C=C\C[C@@H](CC(=O)N(CCO)Cc2ccccc2)C(=O)N[C@H](Cc2c[nH]c3ccccc23)CO1	2.1	2	-7	8	-2	-3	7	-7	0.0	-2
COc1ccc(OC)c(C(=O)NC(CC(N)=O)c2ccc(N3CCN(c4ccc(F)cc4)CC3)c([N+](=O)[O-])c2)c1 (stereo unspecified)	6.9	-6	-13	10	0	5	-1	12	-0.1	-2
CCCCNC(=O)NS(=O)(=O)c1ccc(C(=O)OC)o1	-0.8	nt	6	0	nt	6	-3	nt	-1.1	7
Cc1ccc(SCC(=O)Nc2nnc(-c3ccco3)o2)cc1	-6.2	0	8	1	-4	4	-5	-4	-0.4	-4
Cc1ccc(SCCNC(=O)/C=C/c2ccc(Cl)cc2)cc1	0.2	nt	-5	2	-1	-2	3	4	0.2	0
COc1cccc(NC(=O)CSc2nnc(Cn3cnc([N+](=O)[O-])n3)n2C)c1	0.5	-10	-1	-14	-4	0	2	1	-1.1	4
C[C@H](CO)N1C[C@H](C)[C@@H](CN(C)S(=O)(=O)c2ccc(F)cc2)Oc2ccc(NC(=O)c3ccncc3)cc2C1=O	0.3	-3	6	3	-4	2	5	6	-2.0	-3
Cc1cc2nc(N3CCN(C(=O)c4cccs4)CC3)sc2cc1C	1.0	19	-2	-3	-3	0	-7	118*	-2.2	1
O=C(CNC(=O)c1ccco1)N=Nc1c(O)[nH]c2ccc([N+](=O)[O-])cc12	-0.3	-3	-5	1	nt	0	4	-9	-0.5	1
COc1ccc(-c2ncc3ccccn23)cc1	0.2	2	-5	-4	1	4	-7	39	-1.6	-1
NC(N)=NCc1cccc(I)c1	-4.2	-3	16	-20	-1	17	-4	8	-0.7	-1
C=CCn1c(O)c(/C=C2\C=NN=C2c2ccccc2)sc1=S	-1.7	1	-12	-9	52*	4	10	18	-1.1	0
COc1ccc(C(=O)NC2CC(C)(C)Cc3c2cnn3-c2ccccc2)cc1OC (stereo unspecified)	-0.7	-1	-6	8	2	-1	-14	-9	-3.1	1
COc1ccccc1NC(=O)C(=N\O)/C(C)=N/O	0.0	-2	1	0	-2	-5	-2	-4	-1.0	-2
O=C(COC(=O)CNC(=O)c1ccc(Cl)c([N+](=O)[O-])c1)NC(=O)CN1CCCC1=O	0.2	0	-5	-4	-1	-9	-2	-12	-1.9	-2

Going on with the list.
Molecule	CDK5 inh	Wnt bcat act	RTF Ca sens act	Rtt109 Vps75	CAL PDZ FP-1	Tat export inh	dFosB activator	MITF act	CAL PDZ FP-2	V-ATPase pHluor
COc1ccc(-c2oc(NC(C)=O)c(C#N)c2-c2ccc(OC)cc2)cc1	-0.8	nt	-10	4	2	6	-7	-7	-1.6	0
O=[N+]([O-])c1cc2c(cc1/C=N/n1c(-c3ccccc3)n[nH]c1=S)OCO2	2.5	nt	1	-5	-2	-2	-4	3	-0.2	-4
Cc1c(NS(=O)(=O)c2cccc(C(=O)N3CCCC3)c2)c(=O)n(-c2ccccc2)n1C	-1.3	3	1	-10	nt	-9	-5	3	0.2	-1
Cc1ccc(-c2nnn(CC(=O)N(CC3CCCO3)C(C(=O)NC3CCCC3)c3ccc(F)cc3)n2)o1 (stereo unspecified)	-1.3	nt	1	-5	0	-12	-1	-5	-2.0	-2
Cc1ccc(NC(=O)Cn2nc(C(=O)O)c3ccccc3c2=O)cc1S(=O)(=O)N1CCOCC1	1.1	-3	4	10	0	-2	-5	-5	-1.8	2

Screening results from PubChem.
